BAZ2B block = qHTS Assay for Inhibitors of BAZ2B; AID 504333, 2011; actives 4.4% (n = 360,000); AlphaScreen BAZ2B-H3K14Ac peptide displacement; Potency, µM (top dose mostly 114 µM), without a hit: top-dose activity change, negative = inhibition, actives largely listed as inhibitors; Bromodomain adjacent to zinc finger domain protein 2B (Homo sapiens), Q9UIF8; note: % is set by controls: 0 for no effect and ±100 for the full control effect; nearly all actives have a fitted effect of over 60% in size
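Multi-concentration screen (max 110 uM) measuring displacement of acetylated histone H3 peptide from BAZ2B by AlphaScreen, using 50 nM protein, 50 nM peptide and 10 ug/mL streptavidin donor plus Ni-chelate acceptor beads.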
BLM inh = qHTS Assay for Inhibitors of Bloom's syndrome helicase (BLM) | RecQ-like DNA helicase BLM (Homo sapiens), P54132 | recombinant BLM DNA unwinding, fluorescence dequenching | Potency, µM (top dose mostly 56.1 µM), without a hit: at the highest dose activity change, negative = inhibition, most hits filed as inhibitors | actives 0.2% (n = 350,000) | AID 2528, 2010;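 note: plate controls were vehicle for no effect and no enzyme for full effect; nearly all actives have a fitted effect of over 35% in size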
APEX1 inh = qHTS Assay for Inhibitors of the Human Apurinic/apyrimidinic Endonuclease 1 (APE1). recombinant APE1, TAMRA/BHQ-2 abasic DNA cleavage fluorescence. Potency, µM (doses to about 65.8 µM), for inactives: top-dose activity change, negative = inhibition, hits mostly inhibitors. actives 0.35% (n = 350,000). AID 2517, 2012;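 note: plate controls were vehicle for no effect and reference inhibitor for full effect; nearly all actives have a fitted effect of over 55% in size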
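Activity was derived from the fluorescence gain between first and third kinetic reads (60 s intervals, ex 525/em 598 nm) after 50 nM THF-abasic TAMRA/BHQ-2 duplex was added to 0.75 nM APE1 preincubated 15 min with compound.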
Pol eta inh = qHTS for Inhibitors of Polymerase Eta; DNA polymerase eta (Homo sapiens), Q9Y253; recombinant Pol eta, fluorescent DNA replication assay; Potency, µM (series often up to 114 µM), without a hit: top-dose activity change, negative = inhibition, actives largely listed as inhibitors; actives 1.2% (n = 390,000); note: % is set by controls: 0 for no effect and ±100 for the full control effect
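Fluorescent replication assay: 50 nM final substrate added after a 15 min room-temperature compound preincubation with 10 nM enzyme. Signal taken at 0 min and again at 10 min.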
G9a inh = qHTS Assay for Inhibitors of Histone Lysine Methyltransferase G9a. Histone-lysine N-methyltransferase EHMT2 (Homo sapiens), Q96KQ7. G9a H3K9 monomethylation, AlphaScreen, 2 h. Potency, µM (highest dose often 102 µM), for inactives: top-dose activity, negative = inhibition, actives largely listed as inhibitors. actives 8.8% (n = 350,000). AID 504332, 2011; note: % is set by controls: 0 for no effect and ±100 for the full control effect; nearly all actives have a fitted effect of over 75% in size
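AlphaScreen read-out: biotin-H3K9 peptide (500 nM) methylation by 20 nM enzyme with 20 uM SAM, 2 h at room temperature after 15 min compound preincubation; anti-monomethyl H3K9 antibody plus donor/acceptor beads, 10 min dark.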
POLK inh = qHTS for Inhibitors of Polymerase Kappa | purified Pol kappa, fluorescent DNA synthesis assay, 10 min | Potency, µM (highest dose often 107 µM), for the others: top-dose activity, negative = inhibition, usual class: inhibitors | actives 0.53% (n = 400,000) | DNA polymerase kappa (Homo sapiens), Q9UBT6; note: % is set by controls: 0 for no effect and ±100 for the full control effect
Target sequence (Q9UBT6 whole entry, looked up): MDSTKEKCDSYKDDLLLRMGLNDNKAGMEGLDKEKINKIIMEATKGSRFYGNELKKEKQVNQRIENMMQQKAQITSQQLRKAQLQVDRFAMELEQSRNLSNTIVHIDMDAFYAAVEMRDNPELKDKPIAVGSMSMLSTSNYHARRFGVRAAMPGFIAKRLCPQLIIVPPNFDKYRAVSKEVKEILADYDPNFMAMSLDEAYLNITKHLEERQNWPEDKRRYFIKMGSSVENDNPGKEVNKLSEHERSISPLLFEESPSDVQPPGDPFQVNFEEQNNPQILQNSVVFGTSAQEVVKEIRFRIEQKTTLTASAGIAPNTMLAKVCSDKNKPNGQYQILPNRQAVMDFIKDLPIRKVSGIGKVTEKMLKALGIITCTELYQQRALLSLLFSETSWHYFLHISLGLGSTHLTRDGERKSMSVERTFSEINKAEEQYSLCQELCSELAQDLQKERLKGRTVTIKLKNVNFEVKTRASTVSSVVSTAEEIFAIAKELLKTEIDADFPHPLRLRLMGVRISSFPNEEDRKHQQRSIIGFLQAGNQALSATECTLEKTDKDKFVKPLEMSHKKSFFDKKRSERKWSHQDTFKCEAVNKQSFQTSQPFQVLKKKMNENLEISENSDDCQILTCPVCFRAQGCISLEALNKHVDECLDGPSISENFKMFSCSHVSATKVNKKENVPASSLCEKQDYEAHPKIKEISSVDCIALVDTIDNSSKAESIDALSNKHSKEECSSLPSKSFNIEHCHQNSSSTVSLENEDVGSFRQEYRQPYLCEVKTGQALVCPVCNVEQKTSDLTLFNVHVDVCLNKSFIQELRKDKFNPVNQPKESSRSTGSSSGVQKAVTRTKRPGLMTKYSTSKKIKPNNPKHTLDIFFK
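Readout: fluorescence, taken kinetically at 0 and 10 min. Conditions: 10 nM Pol kappa, 15 min RT compound preincubation, 50 nM substrate final. Controls: enzyme-free buffer wells.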
JMJD2A Tudor inh = qHTS Assay for Inhibitors of JMJD2A-Tudor Domain; Lysine-specific demethylase 4A (Homo sapiens), O75164; AlphaScreen JMJD2A-Tudor / H3K4me3 peptide binding; Potency, µM (top dose mostly 114 µM), for inactives: top-dose activity change, negative = inhibition, usual class: inhibitors; actives 4.4% (n = 390,000); note: % is set by controls: 0 for no effect and ±100 for the full control effect; nearly all actives have a fitted effect of over 50% in size
Pol beta inh = qHTS Assay for Inhibitors of DNA Polymerase Beta. P06746. Pol beta primer extension/strand displacement, fluorescence kinetic. Potency, µM (highest dose often 114 µM), for the others: at the highest dose activity change, negative = inhibition, most hits filed as inhibitors. actives 1.3% (n = 340,000); note: % is set by controls: 0 for no effect and ±100 for the full control effect
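Reaction started by 50 nM substrate onto compound-treated Pol beta (10 nM, 15 min preincubation, room temperature); plates read at 0 min and 10 min. Normalized concentration-effect data fitted by four-parameter Hill equation.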
Pol iota inh = qHTS for Inhibitors of Polymerase Iota; actives 1% (n = 390,000); Potency, µM (titrated, usually from 115 µM), inactives show top-dose activity, negative = inhibition, actives largely listed as inhibitors; Pol iota fluorescent replication assay, 10 min; AID 588590, 2011
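Pol iota at 10 nM preincubated 15 min with compounds at room temperature; reaction started with fluorescent substrate, 50 nM final. Fluorescence read kinetically at 0 and 10 min; buffer-only wells as negative control.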
Starred values were filed as active, the others as inactive; u = inconclusive; x = not tested or not shown; & = joins results of further samples; [ ] = another dose, or the depositor's remark. Calls come from the whole dose curve; as a rule, active = well fitted curve in the direction sought with a large enough effect; inconclusive = small, poorly fitted or top-dose-only effect, or another doubt; inactive = no such curve, though single readings can be large; an effect the other way counts as inactive or inconclusive. Potency is the fitted concentration of half-maximal effect.

Short keys – A = BAZ2B block; B = BLM inh; C = APEX1 inh; D = Pol eta inh; E = G9a inh; F = POLK inh; G = JMJD2A Tudor inh; H = Pol beta inh; I = Pol iota inh
1) CCOc1ccccc1N1CCN(C(=O)C2CSC3(C)CCC(=O)N23)CC1 (stereo unspecified)
  A: 15% | B: x | C: -10% | D: -16% | E: 11%[12.7 µM] | F: -7% | G: -14% | H: x | I: 11%

2) COc1ccccc1NC(=O)CSc1nnc(C)s1
  A: 1% | B: 0% | C: -6% | D: 0% | E: 0% | F: -13% | G: -9% | H: 58% | I: -13%

3) COc1ccc(Oc2nc3c(c(=O)n(Cc4ccc(Br)cc4)c(=O)n3C)n2C)cc1
  A: 1% | B: -5% | C: x | D: -16% | E: 1%[59 µM] | F: 8% | G: -10% | H: 2% | I: 25%

4) C=CCOC(=O)C1=C(C)N(C)C(=O)NC1c1cc2c(cc1Br)OCO2 (stereo unspecified)
  A: -1% | B: 3% | C: -2% | D: -10% | E: -12% | F: -13% | G: -22% | H: 2% | I: 15%

5) COc1cc(NS(=O)(=O)c2ccc(NC(=O)c3ccc(OC)c(Br)c3)cc2)nc(OC)n1
  A: -7% | B: 0% | C: x | D: -9% | E: u | F: -19% | G: -18% | H: 24% | I: 6%

6) O=C1c2ccccc2C(Nc2ccc3c(c2)OCCO3)N1Cc1ccc2c(c1)OCO2 (stereo unspecified)
  A: 35µM* | B: -6% | C: -10% | D: -14% | E: u | F: 0% | G: 40µM* | H: 0% | I: 8%

7) O=C(Cn1cnc(S(=O)(=O)N2CCCCC2)c1)N1CCN(c2ccc([N+](=O)[O-])cc2)CC1
  A: -19% | B: -2% | C: 45% | D: 2% | E: 38% | F: 7% | G: -16% | H: 27% | I: -14%

8) Cc1cccc(NC(=O)CSCC(=O)Nc2ccc(N3CCOCC3)cc2N2CCOCC2)c1
  A: x | B: x | C: x | D: 1% | E: x | F: 5% | G: -13% | H: x | I: 8%

9) CCCC(=O)Nc1cc(-c2nc3ncccc3o2)ccc1C
  A: 11% | B: 5% | C: 0% | D: -14% | E: 16%[59 µM] | F: 1% | G: -7% | H: 2% | I: 19%

10) CC(=O)c1cnc(Nc2ccccc2)s1
  A: 13% | B: -1% | C: 1% | D: -16% | E: u | F: 0% | G: -8% | H: 22% | I: 9%

Reformatted as tab-separated lines: part of the list above.
cpd	SMILES	BAZ2B block	BLM inh	APEX1 inh	Pol eta inh	G9a inh	POLK inh	JMJD2A Tudor inh	Pol beta inh	Pol iota inh
5	COc1cc(NS(=O)(=O)c2ccc(NC(=O)c3ccc(OC)c(Br)c3)cc2)nc(OC)n1	-7%	0%	x	-9%	u	-19%	-18%	24%	6%
7	O=C(Cn1cnc(S(=O)(=O)N2CCCCC2)c1)N1CCN(c2ccc([N+](=O)[O-])cc2)CC1	-19%	-2%	45%	2%	38%	7%	-16%	27%	-14%
10	CC(=O)c1cnc(Nc2ccccc2)s1	13%	-1%	1%	-16%	u	0%	-8%	22%	9%

More records follow:
Short keys – A = BAZ2B block; B = BLM inh; C = APEX1 inh; D = Pol eta inh; E = G9a inh; F = POLK inh; G = JMJD2A Tudor inh; H = Pol beta inh; I = Pol iota inh
11) Cc1ccc(NC(=S)N2CCN(C(=O)C3CCCO3)CC2)cc1 (stereo unspecified)
  A: -1% | B: 4% | C: 1% | D: -12% | E: 12%[59 µM] | F: -8% | G: -5% | H: 27% | I: 5%

12) S=C(NCCCN1CCOCC1)N(Cc1ccccc1)Cc1ccccc1
  A: -1% | B: -3% | C: 35% | D: -4% | E: 3% | F: 5% | G: -3% | H: -2% | I: 29%

13) CN(C)c1ccc(NC(=O)Nc2ccc3snnc3c2)cc1
  A: -35% | B: -5% | C: -7% | D: -12% | E: 1.3µM* | F: 0% | G: -16% | H: 0% | I: u

14) Cc1ccc2c(c1C)NC(=O)CC2c1ccc(Cl)cc1Cl (stereo unspecified)
  A: -12% | B: -12% | C: x | D: -20% | E: 7%[59 µM] | F: -7% | G: -22% | H: 13% | I: 58%[activator]

15) Cc1ccc(-n2ncc3c(N(CC(C)C)CC(C)C)ncnc32)c(C)c1
  A: 3% | B: -5% | C: x | D: -8% | E: 8%[59 µM] | F: -3%[60.1 µM] | G: 1% | H: 14% | I: 3%

16) CSc1ncc(C(=O)NCc2ccccc2F)c(-c2ccccc2)n1
  A: 9% | B: 8% | C: x | D: 1% | E: 11%[59 µM] | F: 3% | G: 4% | H: 3% | I: 17%

17) O=C(CSc1nc(=O)[nH]c2c1CCC2)NCc1ccc(F)cc1
  A: 1% | B: 4% | C: x | D: -9% | E: 1%[59 µM] | F: -4%[60.1 µM] | G: 3% | H: 0% | I: 51%[activator]

18) O=C(C[n+]1ccccc1)c1ccc(-c2ccccc2)cc1
  A: 12% | B: 31%[activator] | C: 18% | D: 6% | E: -45% | F: -21% | G: -3% | H: 1% | I: 93%[activator]

19) CCOC(=O)c1cnc2ccc(OC)cc2c1Nc1ccc2c(c1)OCCO2
  A: u | B: -1% | C: 1% | D: -9% | E: u | F: -20% | G: u | H: -10% | I: -17%

20) COc1ccc(C(=O)Cn2nnc(-c3ccccc3NC(=O)C(F)(F)F)n2)cc1
  A: 6% | B: -5% | C: -5% | D: -8% | E: 22%[59 µM] | F: -22% | G: 4% | H: 9% | I: 8%

21) CCOc1ccc(CNC(=O)C2CCCN(c3nn4cc(-c5ccc(OC)cc5)nc4s3)C2)cc1 (stereo unspecified)
  A: -12% | B: -11% | C: x | D: u | E: -42%[59 µM] | F: -13% | G: -32% | H: 14% | I: 13%

22) Cc1nn(-c2ccccc2)c(N2CCCC2)c1/C=N/n1cnc2scc(-c3ccccc3)c2c1=O
  A: -6% | B: -1% | C: -2% | D: 4% | E: 15%[59 µM] | F: 8%&6% | G: -14%&-15% | H: 17% | I: 34%&9%[activator]

23) CC(C)(C)c1ccc(C2=CSC3=NCCN23)cc1
  A: -38% | B: -10% | C: -6% | D: -18% | E: u | F: -1% | G: -32% | H: 5% | I: 28%

24) CCOc1cc(NC(=O)c2ccco2)c(OCC)cc1NC(=O)Cc1ccc(OC)c(OC)c1
  A: -26% | B: -11% | C: 2% | D: 9% | E: 18%[59 µM] | F: -2% | G: -34% | H: -8% | I: 50µM*

25) O=C(Cn1c(=O)n(CC(=O)N2CCCCC2)c(=O)c2sccc21)NCc1ccccc1
  A: -1% | B: 1% | C: 34% | D: -9% | E: 76%[activator] | F: 10% | G: 6% | H: 51% | I: 29%

26) COc1ccccc1CNc1ccc(N2CCCCC2)cc1
  A: 13µM* | B: 0% | C: 5% | D: 4% | E: u | F: -6% | G: 32µM* | H: -10% | I: u

27) CC(C)NC(=O)CSc1nnc(-c2ccc(S(=O)(=O)N3CCCC3)cc2)n1CC1CCCO1 (stereo unspecified)
  A: 5% | B: 1% | C: -3% | D: -18% | E: -2%[59 µM] | F: -5% | G: 16% | H: 4% | I: 5%

28) COc1ccccc1C1Nc2ccccc2NC2=C1C(=O)CC(C)(C)C2 (stereo unspecified)
  A: 5%[0.457 µM] | B: -4% | C: 46%[activator] | D: -11% | E: 35%[59 µM] | F: -1% | G: -9% | H: 10% | I: 62%[activator]

29) CCOc1ccc(CN(C)C(=O)Cc2c[nH]c3ccccc23)cc1
  A: -33% | B: -2% | C: 26% | D: -23% | E: -3% | F: -8% | G: -34% | H: 1% | I: 74%[activator]

30) CCc1noc(C)c1C(=O)Nc1cc(S(=O)(=O)N2CCOCC2)ccc1OC(C)C
  A: -7% | B: x | C: 10% | D: -8% | E: 13µM* | F: 5% | G: -16% | H: x | I: 15%

31) CSC1=N/C(=C\c2ccc(F)cc2)C(=O)S1
  A: -39% | B: -2% | C: 3% | D: u | E: u | F: -6% | G: -8% | H: 3% | I: 1%

32) CCOC(=O)CSc1nc(COc2ccccc2)nc2ccccc12
  A: 64%[activator] | B: -7% | C: 21% | D: -11% | E: 60%[activator] | F: -1% | G: 75%[activator] | H: -15% | I: -27%

33) Cn1cc(S(=O)(=O)Nc2cccc(F)c2)c(=O)n(C)c1=O
  A: -3% | B: 2% | C: 12% | D: -5% | E: 17%[59 µM] | F: 9% | G: -6% | H: 4% | I: -17%

34) Cc1ccc2oc(C(=O)Nc3ccc(S(=O)(=O)Nc4nc(C)cc(C)n4)cc3)cc(=O)c2c1
  A: -15% | B: -8% | C: x | D: -5% | E: u | F: -28% | G: -20% | H: 1% | I: u

35) CCCC[C@H]1COCCS(=O)(=O)N1Cc1ccc(Br)cc1
  A: 20% | B: -8% | C: -4% | D: -10% | E: 43% | F: -19%&-12% | G: 7% | H: 1% | I: -16%

36) C(=N\N1CCOCC1)/c1nc(-c2ccccc2)n2ccccc12
  A: u | B: -6% | C: -8% | D: -22% | E: 18µM* | F: 0% | G: -30% | H: 21% | I: 152%[activator]

37) CCCCSc1nc2sc3c(c2c(=O)[nH]1)CC(C)(CC)OC3 (stereo unspecified)
  A: -3% | B: -4% | C: -12% | D: -5% | E: 11% | F: -10% | G: -5% | H: 9% | I: 135%[activator]

38) O=C(Nc1cccc(NC(=O)c2cccs2)c1)c1ccc2c(c1)OCCO2
  A: -17% | B: -5% | C: -4% | D: -15% | E: u | F: 4% | G: -16% | H: u | I: -9%

39) C/C(CCC1CC(C)OC1=O)=N/Nc1nc(-c2ccccc2)cs1 (stereo unspecified)
  A: u | B: -3% | C: -3% | D: -5% | E: 8.9µM* | F: -17% | G: u | H: -3% | I: 57%[activator]

40) COc1ccc(N2CCN(c3oc(-c4ccc(OC)c(OC)c4)nc3C#N)CC2)cc1
  A: u | B: -6% | C: -3% | D: u | E: -32%[2.33 µM] | F: 0% | G: -8% | H: u | I: 9%

41) Cc1csc(Nc2nc(N)c(C(=O)Nc3ccccc3)o2)n1
  A: u | B: -9% | C: -2% | D: -22% | E: -9% | F: -7% | G: -11% | H: 0% | I: -19%

A portion of the library; rates above refer to the full screens.
